PAFAH2 inh – PAFAH2 enzyme inhibitors, primary screen, biochemical, fluorescence polarization, human; Platelet-activating factor acetylhydrolase 2, cytoplasmic (Homo sapiens), Q99487; recombinant PAFAH2, FP-rhodamine activity probe; inhibition, % at 3.39 µM; 340,000 tested, 0.99% active; AID 492956, 2010;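 active = inhibition above the mean over all tested compounds plus 3 SD, cut at about 30% in these data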;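 also: inhibitors block probe labeling of enzyme so polarization drops; 0% = enzyme with DMSO and 100% = wells lacking PAFAH2 protein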
Fam108B inh – mouse Fam108B serine hydrolase inhibitors, primary screen, counter-screen for RBBP9 inhibitor project, biochemical, fluorescence polarization; recombinant Fam108B, FP-Rh probe fluorescence polarization; inhibition, % at 9.51 µM; 300,000 tested, 0.33% active; AID 1947, 2009;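 active = inhibition above the screen mean inhibition plus 3 SD, computed separately per campaign, cut at about 18% in these data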;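 also: inhibitors lower polarization as less probe binds the enzyme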
PAFAH1B3 inh – PAFAH1B3 enzyme inhibitors, primary screen, biochemical, fluorescence polarization, human; Platelet-activating factor acetylhydrolase IB subunit alpha1 (Homo sapiens), Q15102; recombinant PAFAH1B3, FP-rhodamine probe; inhibition, % at 3.39 µM; 340,000 tested, 0.28% active; AID 492972, 2010;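 active = inhibition above the screen-wide average of all tested compounds plus 3 SD, cut at about 25% in these data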;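 also: 0% = enzyme with DMSO only and 100% = wells lacking PAFAH1B3 protein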
LYPLA1 inh – LYPLA1 inhibitors, primary screen, counter-screen for PME1 inhibitor project, biochemical, fluorescence polarization, FP-Rh probe ABPP; Acyl-protein thioesterase 1 (Homo sapiens), O75608; recombinant LYPLA1; inhibition, % at 5.9 µM; 320,000 tested, 0.16% active; AID 2174, 2009;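 active = inhibition above the mean of all tested compounds plus 3 SD, set per campaign, cut at about 14% in these data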;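 also: inhibitors block serine hydrolase probe labeling of LYPLA1 so polarization falls; 0% = enzyme with DMSO and 100% = wells lacking LYPLA1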
PAFAH1B2 FP inh – PAFAH1B2 enzyme inhibitors, primary screen, biochemical, fluorescence polarization, human. recombinant PAFAH1B2, FP-rhodamine activity probe. inhibition, % at 3.39 µM. 340,000 tested, 1.2% active;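 active = inhibition above the mean of all tested compounds plus 3 SD, cut at about 24% in these data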;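 also: 0% = enzyme with DMSO and 100% = wells lacking PAFAH1B2; many of its hits are not listed in these tables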
pPAFAH FP inh – pPAFAH enzyme inhibitors, primary screen, biochemical, fluorescence polarization, human; AID 463082, 2010; 330,000 tested, 1.5% active; inhibition, % at 3.39 µM; recombinant pPAFAH, FP-rhodamine probe fluorescence polarization;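 active = inhibition above the mean inhibition across the screen plus 3 SD, cut at about 25% in these data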;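 also: inhibitors block binding of the rhodamine activity-based probe so polarization drops; 0% = enzyme with DMSO and 100% = wells lacking pPAFAH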
PME-1 primary – PME-1 inhibitors via competitive probe labeling, primary screen, biochemical, fluorescence polarization, FP-Rh probe, HTS; Protein phosphatase methylesterase 1 (Homo sapiens), Q9Y570; recombinant PME-1; inhibition, % at 5.9 µM; 320,000 tested, 0.53% active;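 active = inhibition above the campaign mean of all compounds plus 3 SD, cut at about 26% in these data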;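 also: competitive labeling of PME-1 active site by serine hydrolase directed probe; 0% = PME-1 with DMSO and 100% = wells lacking PME-1 enzyme; inhibitors block probe labeling so polarization falls and inhibition rises; many of its hits are not listed in these tables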
GSTO1 inh – inhibitors of recombinant GSTO1, primary screen, counter-screen for RBBP9 inhibitor project, biochemical, fluorescence polarization | activity-based probe fluorescence polarization | Glutathione S-transferase omega-1 (Homo sapiens), P78417 | inhibition, % at 5.96 µM | 300,000 tested, 1.1% active;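 active = inhibition above the campaign mean inhibition plus 3 SD, cut at about 35% in these data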;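 also: 0% = GSTO1-1 with DMSO and 100% = wells lacking GSTO1-1 enzyme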
Target sequence (P78417 whole entry, looked up): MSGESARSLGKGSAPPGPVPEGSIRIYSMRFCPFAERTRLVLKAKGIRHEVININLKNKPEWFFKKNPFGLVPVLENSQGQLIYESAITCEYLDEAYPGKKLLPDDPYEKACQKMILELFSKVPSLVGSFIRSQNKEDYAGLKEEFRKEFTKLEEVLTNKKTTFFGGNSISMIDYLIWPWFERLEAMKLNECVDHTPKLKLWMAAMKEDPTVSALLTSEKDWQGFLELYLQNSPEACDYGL
PAD4 inh – human PAD4 inhibitors, primary screen, biochemical, fluorescence polarization, 1536-well format; recombinant PAD4, RCA probe fluorescence polarization; 330,000 tested, 0.41% active; inhibition, % at 6.36 µM; Protein-arginine deiminase type-4 (Homo sapiens), Q9UM07;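 active = percent inhibition above a cutoff equal to the mean of all tested compounds plus 3 SD, cut at about 15% in these data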;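 also: 0% = PAD4 with RCA probe and DMSO and 100% = probe without PAD4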
Target sequence (Q9UM07 whole entry, looked up): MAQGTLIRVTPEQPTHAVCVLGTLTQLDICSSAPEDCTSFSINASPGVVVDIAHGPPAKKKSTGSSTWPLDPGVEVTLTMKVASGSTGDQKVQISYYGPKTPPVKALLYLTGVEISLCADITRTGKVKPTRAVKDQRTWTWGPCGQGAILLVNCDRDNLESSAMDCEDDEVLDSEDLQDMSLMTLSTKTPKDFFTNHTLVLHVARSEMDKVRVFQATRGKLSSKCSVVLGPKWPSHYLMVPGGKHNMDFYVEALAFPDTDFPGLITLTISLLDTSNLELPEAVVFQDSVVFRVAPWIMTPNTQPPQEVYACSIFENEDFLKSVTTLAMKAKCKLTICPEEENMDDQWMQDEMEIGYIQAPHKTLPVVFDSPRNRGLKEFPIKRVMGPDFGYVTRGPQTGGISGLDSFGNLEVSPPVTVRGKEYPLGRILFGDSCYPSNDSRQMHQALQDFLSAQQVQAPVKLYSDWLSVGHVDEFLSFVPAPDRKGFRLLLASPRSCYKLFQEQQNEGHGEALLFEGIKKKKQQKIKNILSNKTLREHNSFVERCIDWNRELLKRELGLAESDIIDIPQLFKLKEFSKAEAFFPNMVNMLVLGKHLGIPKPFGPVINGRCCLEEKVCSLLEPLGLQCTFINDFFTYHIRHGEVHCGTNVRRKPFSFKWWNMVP
Starred values were filed as active, the others as inactive; · = not tested or not shown. This is a subset. The share of hits here may be higher or lower than overall.

SMILES	PAFAH2 inh	Fam108B inh	PAFAH1B3 inh	LYPLA1 inh	PAFAH1B2 FP inh	pPAFAH FP inh	PME-1 primary	GSTO1 inh	PAD4 inh
CC(=O)N1CN(C2CCCC2)Cc2c1sc1c2CCCC1	-6.4	-2.1	8.6	0.8	4.0	1.3	0.2	2.3	-5.4
O=C(Nc1ccn(Cc2c(F)c(F)cc(F)c2F)n1)c1ccc(COc2cc(Cl)ccc2Cl)o1	-9.2	-9.7	4.3	-11.0	-2.9	-2.3	-14.1	-3.4	0.7
C#CCOCCOCCOCCNc1nc(N2CCN(C(=O)[C@H](CCCCN)n3cc([C@@H](N)C(C)CC)nn3)CC2)nc(N2CCN(C(=O)[C@H](Cc3cc4ccccc4[nH]3)n3cc([C@@H](N)CC(C)C)nn3)CC2)n1 (some centres undefined)	-0.3	-1.1	7.8	-2.7	3.0	1.7	1.4	-3.5	16.3*
Cn1nc(-c2ccc(Cl)cc2)c2cc(C(=O)NCCN3CCOCC3)sc21	1.8	-7.8	14.6	-28.3	-2.3	-4.5	-13.8	-0.2	-1.1
Cc1ccc(-n2c(C)nn(-c3ncc(C(F)(F)F)cc3Cl)c2=O)cc1	1.4	3.8	3.4	1.1	1.4	3.3	3.1	-8.1	0.8
COC(=O)[C@H](CCSC)NC(=O)NCCc1ccc(F)cc1	-12.3	-3.2	-2.5	1.4	2.8	1.7	-2.7	-0.3	-4.2
CCc1c(O)nc(SCC(=O)NCc2ccco2)[nH]c1=O	1.0	-5.3	8.4	1.7	4.1	6.6	1.3	7.2	-2.3
CCN(Cc1ccccc1)C(=O)COC(=O)c1n[nH]c2ccccc12	5.9	-2.1	11.7	-0.2	3.2	2.0	0.8	2.5	-0.8
Fc1ccc(NC(=S)NCCc2ccccc2)c(F)c1F	4.3	1.7	1.5	1.3	-1.2	-1.9	-4.0	1.9	-1.8
COc1ccc(NS(=O)(=O)c2ccc(NC(=O)C3CCCO3)cc2)cc1 (centres undefined)	-5.7	2.5	-0.8	2.0	1.5	26.0*	4.9	8.4	-2.2
COc1ccc(C(C)NC(=O)C2CCCO2)cc1OC (centres undefined)	7.8	0.2	-4.6	2.2	-1.2	6.8	0.3	4.1	-1.7
Cc1ccc(Nc2ncnc3sc(C)c(C)c23)cc1C	2.3	-5.2	-2.9	-1.2	3.3	2.1	-3.8	3.2	-1.9
Cn1c(=O)[nH]c(=O)c2c1nc(Br)n2Cc1ccccc1F	5.4	3.7	2.2	-3.1	0.8	2.2	-3.7	0.8	-0.1
Cc1c(CCOC(=O)CC23CC4CC(CC(C4)C2)C3)sc[n+]1CC(=O)c1ccccc1	2.9	-3.5	1.4	1.7	0.8	1.7	2.2	-11.5	-7.4
CC1(C(=O)O)CCC(C(=O)Nc2ccc(OC(F)(F)Cl)cc2)C1(C)C (centres undefined)	-7.9	1.5	6.3	-3.4	4.4	-2.0	-1.6	8.8	0.1

Compounds from the list above that contain a furan ring, fused or not, in the order listed:
SMILES	PAFAH2 inh	Fam108B inh	PAFAH1B3 inh	LYPLA1 inh	PAFAH1B2 FP inh	pPAFAH FP inh	PME-1 primary	GSTO1 inh	PAD4 inh
O=C(Nc1ccn(Cc2c(F)c(F)cc(F)c2F)n1)c1ccc(COc2cc(Cl)ccc2Cl)o1	-9.2	-9.7	4.3	-11.0	-2.9	-2.3	-14.1	-3.4	0.7
CCc1c(O)nc(SCC(=O)NCc2ccco2)[nH]c1=O	1.0	-5.3	8.4	1.7	4.1	6.6	1.3	7.2	-2.3

(more compounds)
SMILES	PAFAH2 inh	Fam108B inh	PAFAH1B3 inh	LYPLA1 inh	PAFAH1B2 FP inh	pPAFAH FP inh	PME-1 primary	GSTO1 inh	PAD4 inh
Cc1c(Cc2ccccc2)c(=O)oc2cc(OC(=O)c3ccccc3)ccc12	3.5	-4.2	-0.3	-0.9	-5.2	6.0	-4.4	2.5	1.1
COCCn1c(C)cc(C(=O)COC(=O)c2ccc(NC(=O)CC#N)cc2)c1C	16.6	-7.1	-5.3	-26.8	-0.2	1.6	-15.9	-25.2	-13.3
CCCc1nnc(NC(=S)Nc2ccccc2)s1	-2.1	9.9	-1.1	-1.8	0.5	1.0	0.6	16.2	-4.9
O=C1CC2CCCN2C=C1I (centres undefined)	0.4	·	9.3	·	1.2	1.4	·	·	-8.5
Cc1oc(-c2cccc(C(F)(F)F)c2)nc1CN1CCOCC1	6.5	-0.7	16.9	3.2	4.9	10.0	0.9	6.0	0.6
Cn1cnnc1SCC(=O)c1ccc(OC(F)F)cc1	-4.9	3.3	0.3	0.8	3.0	4.0	-2.3	4.1	-2.7
CCNC(=O)/C(C#N)=C/c1c(N2CCCCCC2)nc2ccccn2c1=O	2.3	5.7	3.5	-0.3	2.1	-0.5	2.5	-0.3	0.8
COc1ccc(-c2cc3nc4ccccc4n3c(N)c2C#N)cc1	9.0	7.3	-4.1	-1.3	5.3	6.5	-6.7	38.5*	-4.6
COc1ccc(NC(=O)C2CCCN(c3nccc(C)n3)C2)cc1 (centres undefined)	9.6	0.6	7.1	0.0	4.8	2.5	-2.3	6.3	-0.8
CCCOc1ccccc1OCC(=O)Nc1cc(Cl)ccc1-n1cncn1	3.6	3.2	-6.0	2.8	-3.0	5.1	6.9	-6.6	0.8
Cc1ccc(OCc2nnc(SCC(=O)O)n2N)cc1	-1.9	-1.4	-2.6	0.1	-3.4	-0.8	-0.7	-2.4	3.4
O=C(COCc1ccccc1)N[C@@H]1c2ccccc2CC[C@H]1OCc1ccccc1	2.4	·	13.3	·	5.6	2.6	·	·	0.8
Cc1cc2cc(CN(CCN3CCOCC3)C(=O)Nc3ccccc3F)c(=O)[nH]c2cc1C	-1.3	3.7	-0.5	-4.1	1.6	8.0	2.1	9.8	-1.9
Cc1cc(-c2ccccc2C(=O)Nc2ccccc2O)on1	-0.6	-0.9	0.5	-0.1	3.9	-1.2	-5.2	11.5	-0.5
Cc1cccc(OCC(O)Cn2c(=N)n(Cc3ccccc3)c3ccccc32)c1 (centres undefined)	1.5	-0.5	1.0	-2.3	3.2	-2.9	-0.5	4.9	-1.3
CCOc1ccc(S(=O)(=O)Nc2ccc3c(c2)c2c(n3S(=O)(=O)c3ccc(OCC)cc3)CCCC2=O)cc1	·	-21.4	·	-5.6	·	2.5	1.4	5.1	0.7
O=C(c1ccc(F)cc1Cl)N(Cc1ccco1)C1CCS(=O)(=O)C1 (centres undefined)	4.8	·	-4.1	-2.3	10.1	5.9	1.2	·	-2.6
CCN(CC)CCN(C(=O)c1cc(Cl)sc1Cl)c1nc2cc3c(cc2s1)OCO3	-2.7	5.1	-3.8	-1.4	3.8	1.9	0.9	7.3	3.3
CN(CCOc1ccccc1)CC(=O)Nc1ccc(Cl)cc1[N+](=O)[O-]	1.5	4.0	1.2	-0.8	4.5	8.7	-0.7	6.9	-3.8
C=CCNC(=O)/C(C#N)=C\c1cc(Cl)c(O)c(OCC)c1	4.5	0.5	6.0	-2.7	2.2	5.4	0.5	5.7	-2.4
COc1cccc2cc(C(=O)NCc3ccc(Cl)cc3)c(=O)oc12	4.8	5.2	-1.1	4.0	3.8	7.1	-7.9	8.8	-3.5
O=C(c1cnc(Cl)c(Cl)c1)N1CCC(Cc2ccccc2)CC1	-7.2	0.6	6.7	2.4	1.4	4.8	-4.5	7.8	-1.9
O=C(NC1CCCCCCC1)c1ccc(F)cc1	-0.6	1.7	4.5	3.1	2.7	3.9	3.5	-1.5	-3.8
O=C(Cc1cccs1)Nc1ccc(S(=O)(=O)Nc2ncccn2)cc1	12.4	7.9	11.5	-4.4	-1.5	17.4	-5.7	18.1	-3.8
CN(C)c1ccc(CNC(=O)CCNS(=O)(=O)c2cc(Br)cnc2N)cc1	1.8	2.8	4.8	-3.8	0.0	7.0	0.9	6.2	2.0
O=c1cc(/C=C/c2ccccc2)oc2c1ccc1ccccc12	-19.0	-17.6	-9.6	-11.0	-9.5	-4.1	-20.6	-22.2	-2.8
CCCC(=O)Nc1nnc(SCC(=O)N2CCCCC2)s1	-5.4	-3.1	6.8	-0.4	2.9	-0.8	-1.0	0.7	-5.8
Cc1ccc2nc(-c3ccc(NC(=O)COCC(=O)O)cc3)sc2c1	2.3	0.7	4.0	2.9	1.3	5.3	-2.2	-16.2	10.8
CN1CCC[C@@H]1CCNC(=O)c1c(-c2ccc3c(c2)OCO3)noc1-c1ccsc1	-3.2	·	5.6	·	5.8	-3.6	·	·	-0.8
CN1C(C(=O)NCc2cccc(Br)c2)CC2Cn3c(nc4cc5ccccc5cc43)C21 (centres undefined)	-64.1	-1.2	-7.2	-0.7	-1.5	2.1	2.8	4.8	-1.4
CCCCN=C1NN=C(c2cc3ccccc3o2)CS1	3.2	-3.8	-0.8	0.2	5.4	4.6	-3.2	-1.0	-6.5
Cc1cccc(C2c3[nH]c4ccccc4c3CCN2Cc2cnn(-c3ccc(F)cc3)c2)n1 (centres undefined)	-10.9	5.1	4.5	0.1	-0.9	-0.5	2.6	0.8	3.1
O=C(CCn1cnnn1)NC1CCCN(Cc2ccccc2F)C1 (centres undefined)	-1.4	0.3	4.7	-0.1	-0.6	6.5	2.0	3.2	0.7
COc1ccc2[nH]cc(C(=O)CNc3nc(C)cs3)c2c1	5.1	7.3	-0.5	4.0	5.9	6.3	-1.9	2.3	3.3
C=CCn1c(NS(=O)(=O)c2ccccc2)c(S(=O)(=O)c2ccc(C)cc2)c2nc3ccccc3nc21	3.5	74.4*	7.1	80.4*	2.8	9.8	33.2*	101.3*	75.6*
Nc1n[nH]c(N)c1N=Nc1cccc(F)c1	7.2	4.0	2.3	0.1	-1.1	1.9	-2.2	5.8	0.0
COCCNC(=O)C1(C)Oc2ccccc2NC1=O (centres undefined)	-12.5	-1.6	-3.4	-0.5	0.2	3.3	-1.1	0.0	5.5
O=C(Cn1cnc2ccccc2c1=O)N1CCN(c2ccc(F)cc2)CC1	4.7	-0.9	2.0	-3.3	7.4	-3.2	-6.6	1.9	-5.6
CCOc1ccc2nc(SCC(=O)c3ccc(O)cc3O)sc2c1	5.5	-5.0	-4.9	-6.7	5.9	-3.0	-25.2	-4.9	-12.2
CC(=O)Nc1ccc(S(=O)(=O)N2CCN(C(C)CCc3ccccc3)CC2)cc1 (centres undefined)	-20.0	-2.3	5.6	0.8	14.5	0.2	-3.1	-2.5	-4.6
Cc1nc(C)c(-c2ccc(SCC(=O)Nc3cccc(F)c3)nn2)s1	-1.8	-0.5	3.1	-2.0	-3.0	0.6	1.6	-1.4	-0.8
O=C(NCc1ccc2c(c1)OCO2)C1CCC(CNS(=O)(=O)c2cccc3nsnc23)CC1 (centres undefined)	-1.7	1.2	5.1	0.2	2.3	0.8	5.9	1.6	-4.0
CCOC(=O)CSC1=NC(=O)/C(=C/c2ccc(OC)cc2)S1	9.8	-0.9	6.6	-1.5	2.9	0.1	-5.2	9.6	-3.6

Compound activity: PubChem BioAssay, The Scripps Research Institute Molecular Screening Center
